# V1R ag counter – V1a receptor agonism, counter-screen for OXTR agonists | 0.25% of 320,000 active | P37288 | CHO-V1R cells, Fluo-8 calcium fluorescence, agonist mode; 0% DMSO, 100% 3 nM vasopressin | activation, % at 3 µM;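 active = activation above the mean activation of all tested compounds plus 3 SD, per screening run, cut at about 20% in these data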;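 also: signal is peak over basal fluorescence ratio across a 100 second FLIPR read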
# Target sequence (P37288 whole entry, looked up): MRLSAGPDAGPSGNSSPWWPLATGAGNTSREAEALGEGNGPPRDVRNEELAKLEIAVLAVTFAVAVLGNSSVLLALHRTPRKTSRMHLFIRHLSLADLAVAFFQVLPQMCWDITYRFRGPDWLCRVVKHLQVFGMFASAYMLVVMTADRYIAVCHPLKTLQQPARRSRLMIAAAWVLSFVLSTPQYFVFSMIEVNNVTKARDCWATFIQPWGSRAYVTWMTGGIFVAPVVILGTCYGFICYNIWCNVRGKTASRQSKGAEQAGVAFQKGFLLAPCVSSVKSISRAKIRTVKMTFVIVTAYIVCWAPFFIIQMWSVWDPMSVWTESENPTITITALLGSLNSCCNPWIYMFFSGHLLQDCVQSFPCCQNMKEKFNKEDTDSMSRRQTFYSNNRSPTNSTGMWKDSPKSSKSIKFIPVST
# OXTR potentiator – potentiates the human oxytocin receptor response; AID 2445; 0.061% of 320,000 active; activation, % at 3 µM; CHO-OTR cells, Fluo-8 calcium fluorescence, potentiator mode; 0% = oxytocin EC15, 100% = EC100; P30559;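 active = activation above that plate's cutoff, the mean activation of tested compounds plus 3 SD, cut at about 6.6% in these data, passing the limit was not always enough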;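 also: 100% uses oxytocin at 75 nM as the full agonist control; some results filed as inactive read as strong as hits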
#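 Material: human OTR in CHO cells. Compound: 3.0 µM, one dose. Timing: compound 6 min at room temperature before oxytocin, 100 s read. Evaluation: % activation of max/min ratio relative to oxytocin controls. Replication: single well per compound, singlicate. Signal: Fluo-8 calcium dye fluorescence.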
# CHO parental Ca – counter-screen for OX1R antagonists: effect in parental CHO cells. parental CHO-K1, ATP-induced calcium, Fluo-8 fluorescence. inhibition, % at 5.6 µM. 0.63% of 330,000 active. AID 463079;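 active = inhibition above that plate's mean sample inhibition plus 3 SD, cut at about 26% in these data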;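 also: 0% = ATP-challenged DMSO wells and 100% = DMSO wells without ATP; some compounds past the cut are filed as inactive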
#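 material = parental CHO cells | also added = ATP as calcium-mobilizing challenge | dosing = single point at 5.6 µM | detection = intracellular calcium via Fluo-8 no-wash fluorescent dye | read-out = % inhibition | benchmarks = low control ATP plus DMSO, high control DMSO only | repeats = one well per compound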
# CHO-K1 Ca antag – nonselective inhibitor or artifact in parental CHO-K1 cells; ATP-induced calcium, Fluo-8 fluorescence; inhibition, % at 3 µM; 0.6% of 360,000 active;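 active = inhibition above a per-plate cutoff, the plate's mean sample inhibition plus 3 SD, cut at about 24% in these data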;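 also: 0% = DMSO plus EC80 ATP and 100% = DMSO alone without ATP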
# M1 PAM parental – nonselective activator or artifact in parental CHO-K1 calcium assay | AID 602247 | activation, % at 3 µM | 0.02% of 360,000 active | ATP EC20, Fluo-8 calcium fluorescence; 0% at ATP EC20, 100% at ATP max;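 active = activation above the run cutoff, the mean activation of all test compounds plus 3 SD, cut at about 40% in these data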;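 also: peak over basal fluorescence ratio in a 140 s read after ATP addition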
# M1 ag parental – nonselective activator or artifact in parental CHO-K1 cells | 0.48% of 360,000 active | activation, % at 3 µM | Fluo-8 calcium fluorescence; scaled to maximal ATP response, vehicle zero | AID 602248; in the data active = activation above about 15%;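 also: untransfected CHO-K1 host cells lacking M1 receptor as counterscreen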
# OXTR ag – agonists of human oxytocin receptor | 0.32% of 320,000 active | activation, % at 3 µM | AID 2435 | CHO-OTR cells, Fluo-8 calcium fluorescence; normalized: DMSO 0%, oxytocin 100%;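 active = activation above the mean of all tested compounds plus 3 SD, cutoff set per screening run, cut at about 20% in these data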;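 also: peak over basal fluorescence ratio from a 100 s FLIPR kinetic read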
# TAAR1 antagonist – antagonists of human TAAR1; Q96RJ0; CHO RD-HGA16 TAAR1, Fluo-8 calcium fluorescence, antagonist; inhibition, % at 3 µM; 1.5% of 360,000 active;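 active = inhibition above a per-plate cutoff, the mean inhibition of test compounds on that plate plus 3 SD, cut at about 49% in these data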;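 also: 0% = DMSO plus EC80 beta-PEA response and 100% = DMSO alone without agonist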
# Target sequence (Q96RJ0 whole entry, looked up): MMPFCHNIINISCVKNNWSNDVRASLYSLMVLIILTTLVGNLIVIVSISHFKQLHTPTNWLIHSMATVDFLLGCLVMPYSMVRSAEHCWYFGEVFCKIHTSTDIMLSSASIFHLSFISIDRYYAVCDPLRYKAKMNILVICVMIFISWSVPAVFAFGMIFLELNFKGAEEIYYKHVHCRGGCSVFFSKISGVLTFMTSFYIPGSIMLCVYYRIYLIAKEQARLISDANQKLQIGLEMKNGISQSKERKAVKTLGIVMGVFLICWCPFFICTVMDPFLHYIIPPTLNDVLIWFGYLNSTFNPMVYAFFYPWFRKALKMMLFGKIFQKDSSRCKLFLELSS
#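 Assay system: CHO-derived RD-HGA16 cells stably expressing human TAAR1 plus Gα16. Timing: 140 s kinetic read after compound, 140 s after agonist. Technique: kinetic Fluo-8 calcium fluorescence measurement. Measure: % inhibition of agonist calcium response.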
# GPR7 antag – human neuropeptides B/W receptor 1 antagonism; GPR7-expressing cells, fluorescence antagonist assay; P48145; 1.1% of 290,000 active; inhibition, % at 4.4 µM; in the data active = inhibition above about 16%, passing the limit was not always enough;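 also: cells stimulated with the agonist NPW; 0% = agonist with vehicle and 100% = vehicle without agonist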
# Target sequence (P48145 whole entry, looked up): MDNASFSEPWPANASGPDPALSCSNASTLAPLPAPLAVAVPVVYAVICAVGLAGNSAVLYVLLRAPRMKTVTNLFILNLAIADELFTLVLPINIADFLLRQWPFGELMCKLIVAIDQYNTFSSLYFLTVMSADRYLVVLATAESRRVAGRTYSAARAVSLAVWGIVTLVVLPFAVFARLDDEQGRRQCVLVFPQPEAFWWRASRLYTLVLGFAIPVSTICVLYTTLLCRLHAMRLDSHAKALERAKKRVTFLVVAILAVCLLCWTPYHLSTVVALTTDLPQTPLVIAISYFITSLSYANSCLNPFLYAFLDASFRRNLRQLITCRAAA
# Starred values were filed as active, the others as inactive; · = no result given.
SMILES,V1R ag counter,OXTR potentiator,CHO parental Ca,CHO-K1 Ca antag,M1 PAM parental,M1 ag parental,OXTR ag,TAAR1 antagonist,GPR7 antag
COc1ccc(/C=N\n2nnc3ccccc32)cc1,-0.9,-9.8,-21.5,-1.8,3.1,1.6,-2.3,-2.7,3.5
Nc1ccc2nc(CCCCCCc3nc4ccc(N)cc4[nH]3)[nH]c2c1,-0.7,2.5,-4.5,0.7,-10.6,-0.4,0.1,-4.1,-1.5
CCOc1ccc(NC(=O)CC2C(=O)N(c3ccc(OC)cc3)C(=O)N2CCc2ccc(OC)c(OC)c2)cc1 (stereo not drawn),-0.3,-2.6,-9.2,-2.2,2.0,1.6,-2.5,9.2,3.7
O=S(=O)(N/N=C1/CC(c2ccccc2)Oc2ccccc21)c1ccccc1 (stereo not drawn),·,·,·,-13.1,25.0,0.9,·,3.0,·
CC(C)CN1C(=O)NC(NC(=O)c2cccs2)(C(F)(F)F)C1=O (stereo not drawn),-0.7,0.2,-5.6,4.8,1.4,-0.6,-1.2,6.3,-4.5
CC1CC(C)CN(CCCNC(=O)CN2C(=O)c3cccnc3Oc3ccc(Cl)cc32)C1 (stereo not drawn),0.6,-1.3,-19.0,-20.4,3.7,0.0,1.0,-39.1,8.1
O=C(/C=C/c1ccco1)NCc1ccc2c(c1)OCO2,0.5,-5.8,14.3,20.2,-11.1,-0.5,-0.4,-9.4,3.8
CC(=O)Nc1ccc(S(=O)(=O)NCc2ccc(C(=O)NCc3ccc(Cl)cc3)cc2)cc1,0.0,2.5,-6.4,-17.6,2.1,-0.3,0.2,-14.8,3.7
N#Cc1ccccc1NC(=O)Nc1ccccc1,2.8,8.0,-6.7,-14.8,29.8,1.6,0.1,-17.4,-9.3
Cc1nn(C)c(C)c1S(=O)(=O)N1CCCC(C(=O)N2CCN(c3ccccc3)CC2)C1 (stereo not drawn),1.5,-4.8,-15.3,-9.9,15.8,5.8,0.2,-5.0,6.0
O=C(CN1CCCC1)N1c2ccccc2Sc2ccc(C(F)(F)F)cc21,0.0,-7.3,-14.4,-14.9,14.2,0.8,-0.5,-4.5,-16.0
CNC(=S)N/N=C(\C)c1ccc2c(c1)OCCO2,-0.2,-1.2,-11.2,-6.7,21.5,1.0,-1.5,-2.5,11.8
CN(C(=O)COC(=O)/C=C/c1cccc([N+](=O)[O-])c1)C1CCS(=O)(=O)C1 (stereo not drawn),0.5,-4.6,-10.7,-7.2,-7.0,0.8,1.4,-3.5,-10.8
COc1cccc(CN(C)CC(=O)Nc2ccccc2C(=O)Nc2ccccc2)c1OC,0.4,-5.8,-22.8,-5.8,-0.4,0.7,-0.4,31.6,-5.7
CC(=O)c1ccc(NC(=O)CSc2ccc(-c3ccco3)nn2)cc1,4.7,-7.6,-4.2,-0.2,5.1,4.1,1.1,0.7,-8.0
COc1ccc(-n2nc3c(c2NC(=O)c2c(-c4ccccc4Cl)noc2C)CS(=O)(=O)C3)cc1,1.4,-8.8,6.9,-8.1,19.4,1.2,1.6,8.3,15.6
C=CCNC(=O)c1ccc(Cl)cc1Cl,0.6,-3.0,-9.2,-11.2,22.0,0.7,0.7,1.7,0.2
CN(C)c1ncnc2c1ncn2[C@H]1CN(Cc2ccco2)C[C@@H](CO)O1,·,·,·,-12.8,16.2,-0.3,·,6.8,·
O=C(O)c1ccc(S(=O)(=O)c2ccccc2)cc1,0.5,-4.0,1.9,5.0,-2.9,0.5,1.4,6.1,-0.8
CC1CCN(CC(O)CN2c3ccccc3Sc3ccccc32)CC1 (stereo not drawn),9.4,-19.1,-16.9,2.1,1.7,25.5*,14.0,·,24.8
COc1cc(OC)cc(C(=O)OCc2ccc([N+](=O)[O-])cc2)c1,1.2,-9.6,-14.1,-9.6,9.3,0.3,-1.6,13.6,-9.5
N#CC1=C(N)Oc2ccc3ccccc3c2C1c1cccnc1 (stereo not drawn),·,·,·,-0.5,15.5,8.8,·,-36.6,6.1
COc1ccc(C(=O)NC(=S)N2CCCc3ccccc32)cc1OC,0.9,4.4,-18.2,0.6,10.7,-0.4,0.8,-10.9,-3.5
Nc1nc(SCc2cccnc2)c2ncn(C3OC(CO)C(O)C3O)c2n1 (stereo not drawn),·,·,·,-9.5,-2.7,0.2,·,-19.5,·
O=C(CCC(=O)N1CCN(S(=O)(=O)c2ccc(Cl)cc2)CC1)Nc1cccc(Br)c1,5.2,-9.0,15.1,-9.9,24.3,0.5,3.5,21.7,15.9
CC(C)(C)S(=O)N1Cc2cc(C(=O)NCCCN3CCOCC3)nc(-c3cccc(-c4cc5ccccc5o4)c3)c2[C@@H]1CCO (stereo partly drawn),·,·,·,-6.3,14.7,8.3,·,55.3*,·
CCOC(=O)C1CC2CC(C1)CN(C(=O)C1CCCCC1)C2 (stereo not drawn),-0.9,-10.9,-10.2,-21.4,17.1,1.7,-2.0,-0.4,-10.8
COc1ccc([C@H]2C[C@H](O)[C@@H](n3cc(-c4ccc(F)cc4)nn3)CN2CC2CCCCC2)cc1,·,·,·,6.8,2.5,0.5,·,-10.5,·
CC(=O)c1ccc(OC2(C)CCN(CCOc3ccc(C)cc3)C2)cc1 (stereo not drawn),·,·,·,16.6,-14.0,-0.5,·,-5.6,·
O=C(Cn1nnc(-c2cccc(C(F)(F)F)c2)n1)N1CCCCCC1,1.6,-8.0,-4.2,3.1,5.9,0.9,-0.3,-3.6,13.8

# Complete entries, looked up by structure. Values in the order: V1R ag counter	OXTR potentiator	CHO parental Ca	CHO-K1 Ca antag	M1 PAM parental	M1 ag parental	OXTR ag	TAAR1 antagonist	GPR7 antag
# Listed for `N#CC1=C(N)Oc2ccc3ccccc3c2C1c1cccnc1` (stereo not drawn) : ·	·	·	-0.5	15.5	8.8	·	-36.6	6.1
# Listed for `CC(C)(C)S(=O)N1Cc2cc(C(=O)NCCCN3CCOCC3)nc(-c3cccc(-c4cc5ccccc5o4)c3)c2[C@@H]1CCO` (stereo partly drawn) : ·	·	·	-6.3	14.7	8.3	·	55.3*	·
# Listed for `Nc1nc(SCc2cccnc2)c2ncn(C3OC(CO)C(O)C3O)c2n1` (stereo not drawn) : ·	·	·	-9.5	-2.7	0.2	·	-19.5	·
# Listed for `COc1ccc(C(=O)NC(=S)N2CCCc3ccccc32)cc1OC` : 0.9	4.4	-18.2	0.6	10.7	-0.4	0.8	-10.9	-3.5

# The list goes on:
SMILES,V1R ag counter,OXTR potentiator,CHO parental Ca,CHO-K1 Ca antag,M1 PAM parental,M1 ag parental,OXTR ag,TAAR1 antagonist,GPR7 antag
Oc1cccc2ccc(/C=C/c3ccccc3Cl)nc12,0.4,-9.7,-8.0,1.7,-4.0,0.3,-0.7,8.8,-10.2
Cc1nc2ccccc2c2oc(C(=O)NCCCN3CCCC3=O)cc12,-0.1,-8.9,-10.7,-0.9,17.7,0.8,0.3,1.4,-8.7
CC12CCC(C(=O)NCc3ccccc3Cl)(C(Br)C1=O)C2(C)C (stereo not drawn),-1.1,-1.9,-4.3,-4.5,22.4,-0.1,-3.1,-9.2,-0.2
O=C(COc1ccccc1)c1cn(CC(=O)N2CCCC2)c2ccccc12,1.2,-12.1,-4.2,-11.1,13.5,2.5,-0.3,7.1,-2.2
CCCOc1ccc(C(O)CCNC(CC(=O)O)c2ccccc2)cc1 (stereo not drawn),0.2,-1.5,1.1,-5.8,10.4,0.8,0.1,7.4,-9.8
COc1cc(/C=N/n2c(COc3ccccc3)n[nH]c2=S)cc(OC)c1OC(C)=O,0.6,-15.2,-9.0,-2.7,13.7,8.2,-1.5,1.6,-1.6
BrC(/C=N/N1CCN(Cc2ccccc2)CC1)=C/c1ccccc1,-1.1,-11.8,-21.0,5.6,-7.0,0.0,-2.6,-24.3,-1.4
O=C(O)c1ccc(-c2nc(-c3ccc(Cl)c(Cl)c3)cs2)cc1,0.2,-3.2,-1.9,-3.8,21.1,0.8,0.2,·,-5.6
O=C(c1ccc(S(=O)(=O)N2CCOCC2)cc1)N(c1ccccn1)C1CCCCC1,-0.5,0.6,-25.8,-13.8,-8.9,0.5,-0.2,5.6,-1.5
O=C(COC(=O)C1CCN(S(=O)(=O)c2cccc3cccnc23)CC1)c1ccccc1,1.5,-6.7,-17.3,-13.1,24.9,1.3,1.2,42.9,-10.8
O=C(NCC1CCCO1)c1cccc2ccccc12 (stereo not drawn),0.0,2.2,3.0,-7.1,12.4,0.6,1.1,-19.7,-5.4
O=C(COC(=O)c1cccnc1Cl)Nc1ccc2c(c1)OCO2,0.1,-21.1,-7.7,-12.9,3.3,0.8,4.0,-14.8,11.6
COc1ccccc1CNC(=O)Cc1csc(NC(=O)Nc2ccccc2OC)n1,1.0,-1.9,-19.0,-0.6,4.2,6.6,-1.7,60.5*,·
O=C(NC(c1ccc2c(c1)OCO2)c1ccccn1)C1CCN(CCOc2ccccc2)CC1 (stereo not drawn),·,·,·,-16.8,19.9,0.5,·,-9.2,·
Cc1[nH]c2ccccc2c1C(=O)CN1CCCCC1C (stereo not drawn),1.3,-11.0,3.7,6.7,-4.7,0.1,0.8,-9.1,-3.1
O=C(NCC(O)c1nc2ccccc2[nH]1)c1ccc(Br)cc1 (stereo not drawn),·,·,·,-8.6,8.2,0.8,·,-21.7,·
CN(C)c1nc2sc3c(c2c(=O)n1C)CC(C)(C)OC3,1.5,-8.5,-15.9,-5.0,4.6,-0.1,-0.3,-7.6,-10.0
O=C(NNC(=S)Nc1ccccc1)c1ccc(O)cc1,0.6,-10.4,10.2,-10.6,10.1,0.2,-0.4,-9.7,-5.9
O=C(CNC(=O)c1ccc(Cl)cc1)Nc1ccccc1C(F)(F)F,0.9,-1.7,-12.6,-6.3,12.7,1.1,0.1,-21.4,-16.5
COC(=O)[C@H](Cc1c[nH]c2ccccc12)NC(=O)NCc1ccc(OC)c(OC)c1,4.9,-11.6,-21.4,-1.8,19.6,1.6,6.4,-4.3,20.1
CCOc1ccc(NCc2nnc(SCC(=O)Nc3cc(C)on3)n2-c2ccccc2OC)cc1,0.7,0.1,-23.1,2.6,-7.0,0.1,-0.2,·,-1.6
O=C(c1ccccc1SCc1ccc(F)cc1)N1CCOCC1,1.2,-6.0,2.0,1.1,8.0,0.0,-0.5,-1.9,-6.5
S=c1[nH]ncn1/N=C/c1ccccn1,-0.3,5.2,-0.8,-2.2,6.9,-0.2,1.0,9.4,-5.8
CCN(C[C@H]1N[C@@](C)(C(=O)OC)[C@H]2C(=O)N(Cc3ccccc3)C(=O)[C@@H]12)S(=O)(=O)c1ccc(F)cc1,2.7,-3.9,-19.6,-8.4,6.6,1.4,1.3,3.5,·
CCc1c(C)nc(N2CCN(c3ccc(F)cc3)CC2)[nH]c1=O,·,·,·,-4.4,1.6,1.7,·,-11.8,-9.3
Cc1cc(NCc2ccccc2)c2ccccc2n1,3.6,-1.5,-6.1,2.5,10.8,1.6,0.4,5.9,-16.7
O=C(NCCCN1CCOCC1)c1ccc(N2CCOCC2)c([N+](=O)[O-])c1,0.4,-6.4,-7.0,-10.6,21.7,1.3,0.3,-13.7,-5.9

# Screening results as filed in PubChem BioAssay.
